# Pol beta inh = qHTS Assay for Inhibitors of DNA Polymerase Beta. Pol beta primer extension/strand displacement, fluorescence kinetic. Potency, µM (series often up to 114 µM), for inactives: top-dose activity change, negative = inhibition, usual class: inhibitors. P06746. 1.3% of 340,000 active; further: potency means the concentration at half of the fitted maximal effect; on the % scale 0 is the no-effect control and ±100 the full control effect
#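 Human Pol beta at 10 nM; strand-displacement substrate 50 nM final. Compound exposure 15 min at room temperature before start, reaction 10 min at room temperature.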
# ERG-DNA inh = qHTS for Small Molecule Inhibitors of the ERG Ets/DNA interaction. fluorescence polarization, His-ERG Ets domain / labelled DNA. 0.028% of 370,000 active. Potency, µM (top dose mostly 76.9 µM), for inactives: at the highest dose FP activity, negative = inhibition, actives largely listed as inhibitors; active means well fitted inhibition curve with a large enough effect in the polarisation, with a control signal flat; inconclusive means small, poorly fitted or top-dose-only effect, or effect the other way, or a change in a side signal; inactive means no such curve, though single readings can be large or run the other way; the % refers to the polarisation;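 further: polarization taken with two DNA probes labelled with fluorescein and Texas red; potency means the concentration at half of the fitted maximal effect; % of control where 0% means no effect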
#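 His-tagged ERG Ets domain (1 uM in the protein solution; 300mM KCl, 50mM Tris-HCl, 1mM EDTA, 1mM DTT, pH 7.5) received compound, then a probe mix of 5 nM fluorescein-DNA and 100nM Texas-615-DNA. Fluorescence polarization was read for both dyes.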
# ALOX12 inh = Primary qHTS assay for inhibitors of human arachidonate 12S-lipoxygenase (ALOX12): Round 2. purified 12hLO, xylenol orange hydroperoxide absorbance. Potency, µM (titrated, usually from 108 µM), for the others: top-dose activity change, negative = inhibition, usual class: inhibitors. 1.1% of 580,000 active. AID 1671190, 2021; further: potency means the concentration at half of the fitted maximal effect; on the % scale 0 is the no-effect control and ±100 the full control effect
# Target sequence (P18054 whole entry, looked up): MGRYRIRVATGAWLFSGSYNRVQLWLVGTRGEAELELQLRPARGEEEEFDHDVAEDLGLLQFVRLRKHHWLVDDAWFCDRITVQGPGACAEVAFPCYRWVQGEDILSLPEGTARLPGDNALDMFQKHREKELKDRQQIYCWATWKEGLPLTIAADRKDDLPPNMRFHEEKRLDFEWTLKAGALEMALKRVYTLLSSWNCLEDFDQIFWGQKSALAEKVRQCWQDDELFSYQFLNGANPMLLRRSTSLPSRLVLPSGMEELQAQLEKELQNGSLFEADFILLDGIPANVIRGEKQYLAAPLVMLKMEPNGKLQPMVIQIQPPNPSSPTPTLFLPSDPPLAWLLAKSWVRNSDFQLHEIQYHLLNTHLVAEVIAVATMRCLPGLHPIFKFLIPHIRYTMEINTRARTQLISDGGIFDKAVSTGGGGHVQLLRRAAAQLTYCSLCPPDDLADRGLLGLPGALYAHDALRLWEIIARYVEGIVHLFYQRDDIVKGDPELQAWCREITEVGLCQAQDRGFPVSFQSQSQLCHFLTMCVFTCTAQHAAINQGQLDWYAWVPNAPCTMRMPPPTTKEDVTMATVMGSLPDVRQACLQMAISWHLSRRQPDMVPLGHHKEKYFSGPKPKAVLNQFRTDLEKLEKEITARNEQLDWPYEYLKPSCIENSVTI
#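 Hydroperoxide product was detected by ferrous iron/xylenol orange as the 573 to 405 nm absorbance ratio. Arachidonic acid at 40 uM (final) was turned over for 30 min at room temperature by 150 nM human 12hLO, pH 7.0 Hepes buffer, after 15 min compound preincubation.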
# LDHA inh = qHTS assay for inhibitors of human lactate dehydrogenase | L-lactate dehydrogenase A chain (Homo sapiens), P00338 | purified LDHA, NADH/diaphorase-resazurin fluorescence; stronger effect = lower value | activity change, % (values are at about 110 or 230 µM) | 0.15% of 480,000 active | AID 1347041, 2019; in the data active means activity change below about -30%; inconclusive means mostly about -25% to -30%;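 further: plate controls were DMSO wells for no effect and wells without enzyme for full effect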
#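 Remaining NADH was detected by diaphorase (0.133 mg/mL) converting 37 µM resazurin to fluorescent resorufin, read at 0 and 20 minutes. The preceding 5-minute room-temperature reaction used 2 nM LDHA, 0.2 mM sodium pyruvate and 0.06 mM NADH at pH 7.4.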
# POLK inh = qHTS for Inhibitors of Polymerase Kappa. Potency, µM (titrated, usually from 107 µM), for the others: at the top dose activity, negative = inhibition, hits mostly inhibitors. 0.53% of 400,000 active. DNA polymerase kappa (Homo sapiens), Q9UBT6. AID 588579, 2011. purified Pol kappa, fluorescent DNA synthesis assay, 10 min; further: potency means the concentration at half of the fitted maximal effect; on the % scale 0 is the no-effect control and ±100 the full control effect
#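 Readout: fluorescence, taken kinetically at 0 and 10 min. Conditions: 10 nM Pol kappa, 15 min RT compound preincubation, 50 nM substrate final. Controls: enzyme-free buffer wells.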
# Anesthetic bind = qHTS Assay for Identification of Novel General Anesthetics; Ferritin light chain (Equus caballus), P02791; apoferritin/1-aminoanthracene competitive binding, fluorescence; Potency, µM (doses to about 77.5 µM), for inactives: at the highest dose activity change, negative = displacement, most hits filed as inhibitors; 0.074% of 350,000 active; further: potency means the concentration at half of the fitted maximal effect; on the % scale 0 is the no-effect control and ±100 the full control effect; nearly all actives have a fitted effect of over 20% in size
# Target sequence (P02791 2-175 limits assumed): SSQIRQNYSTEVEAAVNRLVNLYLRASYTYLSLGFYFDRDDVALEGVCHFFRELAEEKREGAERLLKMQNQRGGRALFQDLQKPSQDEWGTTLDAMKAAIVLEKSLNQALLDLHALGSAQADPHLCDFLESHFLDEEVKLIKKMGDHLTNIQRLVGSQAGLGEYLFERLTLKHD
#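 Horse-spleen apoferritin (10 uM) in 50% saturated 1-aminoanthracene in PBS was incubated 10 min at room temperature with compound. Fluorescence (ex 380, em 535 nm) was normalized to free and bound 1-AMA, with concentration-response fitted by a four-parameter Hill equation.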
# APEX1 inh = qHTS Assay for Inhibitors of the Human Apurinic/apyrimidinic Endonuclease 1 (APE1); DNA repair nuclease/redox regulator APEX1 (Homo sapiens), P27695; recombinant APE1, TAMRA/BHQ-2 abasic DNA cleavage fluorescence; Potency, µM (highest dose often 65.8 µM), inactives show at the top dose activity change, negative = inhibition, most hits filed as inhibitors; 0.35% of 350,000 active;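 further: potency means the concentration at half of the fitted maximal effect; plate controls were vehicle for no effect and reference inhibitor for full effect; nearly all actives have a fitted effect of over 55% in size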
#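 Substrate: short duplex with […] THF abasic site, 5'-TAMRA and 3'-BHQ-2, 50 nM final. APE1 at 0.75 nM, preincubated 15 min RT with compound. Fluorescence increase from first to third read measured activity.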
# RGS4 inhibitor = Inhibitors of Regulator of G Protein Signaling (RGS) 4: qHTS; Transcreener GDP fluorescence polarization, RGS4-accelerated GTP hydrolysis; Potency, µM (top dose mostly 114 µM), inactives show top-dose activity change, negative = inhibition, usual class: inhibitors; 0.039% of 390,000 active; AID 504845, 2011; further: potency means the concentration at half of the fitted maximal effect; on the % scale 0 is the no-effect control and ±100 the full control effect; nearly all actives have a fitted effect of over 75% in size; some results filed as inactive show a strong effect at the top dose
# Target sequence (P49798 whole entry, looked up): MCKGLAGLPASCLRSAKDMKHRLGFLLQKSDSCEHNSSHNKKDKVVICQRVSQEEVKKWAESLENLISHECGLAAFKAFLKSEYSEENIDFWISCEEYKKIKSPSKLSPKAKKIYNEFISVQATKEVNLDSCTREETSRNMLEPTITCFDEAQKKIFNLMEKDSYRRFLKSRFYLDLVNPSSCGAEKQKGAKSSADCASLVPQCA
#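 MLSMR compounds (23 nl, pin-transferred) preincubated 10 min at room temperature with a 500nM (2x) first reagent, then RGS4 at 900nM (2x) plus Transcreener GDP mix added; fluorescence polarization (620/688 nm) read before and after 90 min at 30 °C.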
# POLH inh = qHTS for Inhibitors of Polymerase Eta | DNA polymerase eta (Homo sapiens), Q9Y253 | recombinant Pol eta, fluorescent DNA replication assay | Potency, µM (series often up to 114 µM), for the others: at the highest dose activity change, negative = inhibition, usual class: inhibitors | 1.2% of 390,000 active | AID 588591, 2011; further: potency means the concentration at half of the fitted maximal effect; on the % scale 0 is the no-effect control and ±100 the full control effect
#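 Pol eta at 10 nM preincubated with compounds 15 min at room temperature; reaction started with fluorescent substrate (50 nM final) and read kinetically at 0 and 10 min.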
# * = called active by the depositor; ? = inconclusive; / = not tested or not shown; & = joins results of further samples; [ ] = dose if it differs, or a comment. Unless noted, the call rests on the fitted dose curve; in most records, active means well fitted curve in the direction sought with a large enough effect; inconclusive means small, poorly fitted or top-dose-only effect, or another doubt; inactive means no such curve, though single readings can be large; an effect the other way counts as inactive or inconclusive.
Compound | Pol beta inh | ERG-DNA inh | ALOX12 inh | LDHA inh | POLK inh | Anesthetic bind | APEX1 inh | RGS4 inhibitor | POLH inh
Oc1c(C(Nc2cccc(C(F)(F)F)c2)c2cccnc2)ccc2cccnc12 (stereo not given) | 3% | 6% | ? | 8 | -15% | ? | -6% | ? | -18%
CC(C)(C)c1ccc(C(=O)Nc2ccc(N3CCOCC3)cc2)cc1 | 0% | / | ? | -6 | -6%[60.1 µM] | -14% | 10% | -11% | -4%
CCOC(=O)[C@H]1[C@H]2COc3cc(OC)ccc3[C@@H]2N2C(=O)CN(CCc3c[nH]c4ccccc34)C(=O)[C@@]12C | / | 5% | ? | 6 | -8% | / | -10% | -9% | -3%
Nc1nc(SCc2ccccc2)c2ncn(CCO)c2n1 | / | -5% | -57% | -4 | -13% | / | / | -7% | -7%
Cc1c(NC(=O)CC(O)(C(F)(F)F)C(F)(F)F)c(=O)n(-c2ccccc2)n1C | 22% | / | 1% | -1 | -1% | 5% | -2% | 32% | 0%
CCC1ON(C(C)C)C2c3nc4ccccc4n3CC12 (stereo not given) | -1% | 3% | ? | 1 | 14% | -6% | 0% | -9% | -5%
Cc1ccc(NC(=O)CSc2nc(-c3ccc(F)cc3)nc3c2Cc2c(CO)cnc(C)c2O3)cc1C | -1% | 7% | 1% | 5 | -8% | 8% | / | 6% | 6%
CCCCCC(=O)Nc1nc(C)c(-c2csc(Nc3ccccc3OC)n2)s1 | 13% | -12% | -29% | -1 | -1% | -14% | 6% | ? | -18%
COc1cc(Cl)c(C)cc1NC(=O)c1ccccc1NC(=O)CN1CCN(c2ccccn2)CC1 | / | -8% | 360%[activator] | 1 | 1% | / | / | -10% | 1%
O=C(N/C=C/c1ccccc1)c1ccccc1 | / | -5% | 0% | 0 | 0% | / | 19% | 0% | -16%
Cc1ccccc1C1C(=O)c2ccccc2C1=O | 1% | -5% | 1% | 0 | 3% | -13% | 8% | 11% | -8%
COc1ccc(NC(=O)c2sc3nc4c(cc3c2N)CN(Cc2ccccc2)CC4)cc1OC | 4% | 1% | -22% | 1 | -7% | -2% | / | -33% | /
COC(=O)c1cc(NC(=O)c2ccc(-c3ccccc3)cc2)ccc1Cl | -1% | -3% | 0% | -2 | -4% | -8% | -5% | -11% | -15%
O=C(NCCc1ccccc1)c1noc2c1CCc1ccccc1-2 | -20% | -4% | 20% | 0 | -8% | -18% | -5% | -19% | -5%
CCOc1ccc2oc(C(=O)NNC(=O)c3ccccc3O)c(C)c2c1 | / | 14% | -26% | 2 | -23% | / | -9% | -10% | 79µM*
CCN(CC)S(=O)(=O)c1ccc(N2CC(C(=O)N3Cc4ccccc4CC3C(N)=O)CC2=O)cc1 (stereo not given) | / | -1% | 167%[activator] | 4 | 2% | / | 14% | -3% | -10%
Cc1ccc(CN2C(=O)C3(c4ccccc42)N(c2ccc(C)c(Cl)c2)C(=O)CS3(=O)=O)cc1 (stereo not given) | 11% | 0% | -10% | -3 | -8% | 0% | / | -12% | -10%
CCOC(=O)C(=NCCCN(C)C)NNc1ccc(Br)cc1 | 4% | 17% | ? | -8 | -6% | -12% | 3% | 2% | -2%
O=C(C[n+]1ccc(-c2nnc3n2CCCCC3)cc1)c1ccc(Cl)cc1 | 22% | 6% | 0% | 14 | -21% | -11% | 16% | -8% | -5%
COc1ccc(C(=O)c2ccsc2N)cc1 | 9% | 9% | ? | -11 | -2% | -14% | 21% | -5% | -12%
COc1ccccc1NC(=O)CCCC(=O)OC(C)C(=O)c1ccccc1 (stereo not given) | -21% | 3% | 12% | 1 | -4% | -17% | 56%[activator] | -22% | -14%
CCOC(=O)N/N=C/c1ccccc1F | 28% | -1% | -12% | -5 | 1% | -5% | -2% | 60%[activator] | -18%
CCN1CCN(CCCN(Cc2ccco2)C(=S)Nc2ccc(C)c(Cl)c2)CC1 | -14% | 3% | -28% | -4 | -4% | 2% | -2% | -23% | -14%
Clc1ccc(-n2nnc(-c3cccnc3Cl)n2)cc1Cl | ? | -2% | 21% | -15 | 0% | -11% | 1% | 10% | -12%
CCc1ccc(OCC(=O)NC2CC(C)(C)NC(C)(C)C2)cc1 | ? | 3% | -3% | -9 | -2% | 2% | -6% | 8% | -6%
CC(=O)Nc1ccc(OCCOc2ccc(NC(C)=O)cc2)cc1 | -1% | 7% | 0% | 2 | 3% | -3% | 0% | -34% | -7%
CN(Cc1cccs1)C(=O)CSc1nc(N)cc(N)n1 | 19% | -1% | 1% | -6 | -15% | -24% | -4% | 16% | -15%
COc1cccc(N(CC(=O)NCCSCc2ccc(Cl)cc2)S(C)(=O)=O)c1 | 26% | -1% | 1% | 2 | -3% | -17% | -11% | -30% | -18%
CCNC(=S)N/N=C(\C)c1ccc2c(c1)OCCO2 | 0% | -3% | ? | -9 | -10% | 3% | -5% | -40% | -19%
CN1C[C@@H]2C(c3ccc(C(F)(F)F)cc3)C3(c4ccccc4)CC2(C3)[C@H]1c1ccccc1 (stereo not given in full) | 0% | -4% | 3% | 1 | 10% | 3%&0% | -4%&4% | 8% | -24%
Cc1ccccc1-n1c(=S)[nH]c2nc3c(cc2c1=O)CCCC3 | 4% | -2% | 0% | -10 | 5% | -8% | -1% | 19% | -5%
Cc1ccc(S(=O)(=O)N2CCCC(C(=O)NCCC3=CCCCC3)C2)cc1 (stereo not given) | 25% | -10% | 0% | -8 | -6% | -4% | 3% | 31% | -21%
CC(=O)c1cccc(N(C(=O)c2ccccn2)C(C(=O)NC2CCCCC2)c2cccs2)c1 (stereo not given) | 2% | / | 4% | 3 | -7% | -14% | 2% | -4% | -15%
CC(=O)OC1(C(C)=O)CCC2C3CC(C(F)(F)F)C4=CC(=O)CCC4(C)C3CCC21C (stereo not given) | / | -3% | 3% | -8 | -18% | / | / | -2% | -10%
COc1ccc(CCNC(=O)NC23CC4CC(CC(C4)C2)C3)cc1OC | ? | 11% | 0% | 4 | 2% | ? | -3% | 18% | -9%
CC(C)(C)OC(=O)NCc1ccc(CNC(=O)c2[nH]cnc2C(=O)N[C@@H](Cc2ccccc2)C(=O)OC(C)(C)C)cc1 | -13% | -8% | 3% | 1 | -4% | -3% | -8% | -7% | ?
Nc1nc2nccc(-c3ccco3)n2n1 | 77% | -5% | -5% | -3 | -7% | 8% | -2% | 22% | -11%
CC(C)C1N=C(c2ccc3c(c2)OCO3)CC(c2ccccc2O)N1 (stereo not given) | -5% | 13% | -21% | -1 | -17% | -24% | 16% | ? | -4%
Cc1nc(SCC(=O)Nc2nccs2)c(C#N)c(C)c1C | / | -3% | 251%[activator] | -9 | -13% | / | -2% | 8% | -2%
COc1ccc(N2C(=O)[C@@H]3Cc4ccccc4CN3C2=O)cc1 | 2% | ? | 21% | -4 | -13% | -8% | 1% | 12%[11.4 µM] | -11%
C[C@@H]1CC[C@H](O)/C=C/C(=O)O[C@H](C)CC[C@H](O)/C=C/C(=O)O1 | 0% | -4% | 4% | 1 | -43% | -6% | -3% | 10% | ?
CCN(CC)C(=O)c1cccc(NC(=O)c2cc(-c3ccccn3)nc3ccccc23)c1 | / | 1% | -4% | 1 | -12% | / | -1% | 9% | -17%
CN(Cc1cnn(-c2ccc(F)cc2)c1)Cc1nc(Cc2ccccc2)no1 | 5% | -8% | -6% | -1 | 9% | -11% | 2% | -11% | -15%
CCc1noc(C)c1C(=O)Nc1nc2ccc(F)cc2s1 | / | 22% | -4% | 4 | -1% | / | -1% | 6% | 1%
CC(C)Oc1cccc(C(=O)NC(=S)Nc2cccnc2)c1 | 30% | -1% | -29% | -8 | -3% | 2% | 7% | -37% | -9%
Cc1ccc(Cl)cc1N1CCN(C(=O)c2cn(C3CCCCC3)c(=O)c3c2c2ccccc2n3C)CC1 | 0% | 10% | -29% | -1 | 6% | 69%[activator] | / | -3% | -25%
Cc1ccccc1OCC(=O)Nc1ccc2nc(SCC(=O)N3CCc4ccccc43)sc2c1 | 30% | -3% | -1% | -5 | -16% | -8% | / | 6% | -11%
CC(C)N(Cc1ccccc1)S(=O)(=O)c1ccc(-c2cc(C(F)(F)F)on2)s1 | -9% | 0% | -6% | 0 | -4% | 0% | / | 0% | -11%
CCC1(C)Cc2ccccc2-c2nc3n(c(=O)c21)CCS3 (stereo not given) | 13% | -2% | -12% | -5 | -15% | -12% | -3% | 2% | -18%
COc1ccccc1-c1cc(C(F)(F)F)nc(N2CCN(c3ccc(F)cc3)CC2)n1 | 8% | 4% | -7% | -2 | 2% | 18% | 21% | -15%[11.4 µM] | -11%
Cc1cccc(C)c1NC(=O)CNC(=O)C1COc2ccccc2O1 (stereo not given) | / | 4% | -2% | -1 | 7% | / | 15% | -5% | -12%
COc1cc2c(cc1NC(=S)Nc1cccc(C(F)(F)F)c1)oc1ccccc12 | 4% | -9% | ? | -2 | -8% | -18% | 1% | 7%[11.4 µM] | ?
COCCN(Cc1cc2ccc(C)cc2[nH]c1=O)S(=O)(=O)c1ccccc1 | 4% | 5% | -29% | -3 | 3% | 10% | 18% | 9% | -17%

# This is a subset, so the mix of outcomes need not match the whole.
